# DAX1 inh-1: inhibitors of DAX1 repression of SF-1 activated StAR promoter; AID 652010; actives 1.1% (n = 370,000); HEK293T StAR-luciferase reporter, SF-1/DAX-1 repression relief; inhibition, % at 6.8 µM;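 active = inhibition above the mean over all tested compounds plus 3 SD, cut at about 3.6% in these data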;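 also: 0% = DAX-1 cells with DMSO and 100% = cells lacking DAX-1 with DMSO; higher inhibition means more luminescence from relief of DAX-1 repression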
# sPLA2-III inh: Blocks human group III sPLA2 activity | QFRET BODIPY PC-A2 liposome hydrolysis, fluorescence | actives 0.56% (n = 370,000) | Q9NZ20 | inhibition, % at 12.2 µM | AID 743126;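 active = inhibition above mean plus 3 SD of compounds lying within the high and low control bounds, cut at about 19% in these data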;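 also: 0% = median of test compound wells and 100% = no enzyme DMSO wells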
# Target sequence (Q9NZ20 whole entry, looked up): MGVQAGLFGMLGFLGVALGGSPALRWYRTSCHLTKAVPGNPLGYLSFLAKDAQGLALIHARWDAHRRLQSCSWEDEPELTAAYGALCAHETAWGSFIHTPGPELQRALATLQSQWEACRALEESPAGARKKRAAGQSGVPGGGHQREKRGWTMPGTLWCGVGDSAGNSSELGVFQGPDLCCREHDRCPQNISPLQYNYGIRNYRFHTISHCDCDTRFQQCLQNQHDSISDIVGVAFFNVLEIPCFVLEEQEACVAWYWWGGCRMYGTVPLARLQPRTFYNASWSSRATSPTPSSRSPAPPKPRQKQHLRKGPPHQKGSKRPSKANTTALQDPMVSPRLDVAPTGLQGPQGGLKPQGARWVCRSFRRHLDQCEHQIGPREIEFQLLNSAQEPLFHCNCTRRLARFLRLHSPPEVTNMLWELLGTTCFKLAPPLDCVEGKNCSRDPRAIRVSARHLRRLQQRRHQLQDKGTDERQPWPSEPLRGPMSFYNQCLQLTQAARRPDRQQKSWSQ
# FXN GAA850 act: activators of GAA850 frataxin (FXN) promoter. HEK293 lucGAA850 FXN promoter luciferase reporter, 24 h; percent of 10 µM SAHA response. activation, % at 6 µM. actives 0.56% (n = 360,000);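 active = activation above the average of all compounds screened plus 3 SD, cutoff fixed separately per campaign, cut at about 7.5% in these data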;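 also: 0% = DMSO wells and 100% = 10 µM SAHA wells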
# ADAM10 inh: inhibitors of human ADAM10. actives 0.62% (n = 370,000). inhibition, % at 7 µM. O14672. recombinant ADAM10, EDANS/DABCYL FRET peptide cleavage, 3 h;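 active = inhibition above a per-campaign cutoff equal to the mean of compounds falling between control-based bounds plus 3 SD, cut at about 20% in these data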;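 also: 0% = DMSO wells while the 100% control is not disclosed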
# GC-B act: GC-B (human) receptor activation; HEK293-GC-B cells, CNP EC30, cGMP TR-FRET; 0% at EC30 CNP, 100% saturating CNP; activation, % at 10 µM; actives 0.11% (n = 370,000);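 active = activation at 10 µM reaching about 35% in either raw or pattern-adjusted values, limit read from the data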
# SMARCA2 activ: SMARCA2 function activation, primary screen. MG213 cells, MMTV-luciferase reporter, dexamethasone, overnight. activation, % at 9.1 µM. actives 1% (n = 370,000). AID 652017; in the data active = activation above about 7.8%;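 also: 0% = vehicle wells and 100% = reference activator wells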
# hgDAF-12 ag: hgDAF-12 agonism, primary luciferase screen; actives 1.8% (n = 370,000); HEK293 GAL4-hgDAF12 UAS-luciferase reporter, agonist luminescence; normalized to butyrate control; activation, % at 6.8 µM;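 active = activation above a cutoff set at the mean of all screened compounds plus 3 SD, cut at about 10% in these data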;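 also: 0% = DMSO wells and 100% = sodium butyrate wells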
# hcDAF12 agonist: activators of H. contortus DAF-12 nuclear receptor | HEK293 hcDAF-12 lit1-tk-luc reporter, luminescence; 0% DMSO, 100% Δ7-dafachronic acid | activation, % at 6.8 µM | actives 1.4% (n = 370,000);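 active = activation above the mean of all tested compounds plus 3 SD, cut at about 5.5% in these data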;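 also: 100% = response to 3 µM Δ7-dafachronic acid high control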
# DAX1 inh-2: inhibits human nuclear receptor DAX1; actives 0.99% (n = 340,000); P51843; inhibition, % at 6.75 µM; HEK293 Gal4-DAX1 luciferase reporter, luminescence; AID 504766;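 active = inhibition above the mean over all tested compounds plus 3 SD, cut at about 4.2% in these data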;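 also: 0% = DAX1-transfected cells with DMSO and 100% = empty-vector control cells with DMSO; inhibition shows as a rise in luminescence from relieved DAX1 repression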
# Target sequence (P51843 207-470 limits assumed): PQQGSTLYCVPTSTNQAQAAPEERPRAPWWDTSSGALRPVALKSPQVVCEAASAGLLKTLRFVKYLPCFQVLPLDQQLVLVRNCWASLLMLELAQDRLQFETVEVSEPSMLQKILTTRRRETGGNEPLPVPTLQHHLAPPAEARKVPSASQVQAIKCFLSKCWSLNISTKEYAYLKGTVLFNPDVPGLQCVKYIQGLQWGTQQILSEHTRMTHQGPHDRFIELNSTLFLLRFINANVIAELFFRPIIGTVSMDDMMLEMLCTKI
# ssDAF-12 act: activates DAF-12 receptor from parasite S. stercoralis; HEK293 ssDAF-12/GRIP1 lit1-tk-luc reporter, luminescence; % of 3 µM dafachronic acid response; actives 1% (n = 370,000); AID 652126; activation, % at 6.8 µM;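 active = activation above the mean over all tested compounds plus 3 SD, cut at about 0.9% in these data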;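 also: 0% = DMSO-only wells and 100% = 3 µM delta7-dafachronic acid wells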
# NPR1 activator: GC-A (human) enzyme activation. P16066. HEK293 GC-A cells, cGMP TR-FRET, EC30 ANP; 0% at EC30 ANP, 100% saturating ANP. activation, % at 10 µM. actives 0.14% (n = 370,000); in the data active = activation above about 40%
# An asterisk follows results filed as active; i = inactive; x = no result given.
# Each structure is followed by: DAX1 inh-1	sPLA2-III inh	FXN GAA850 act	ADAM10 inh	GC-B act	SMARCA2 activ	hgDAF-12 ag	hcDAF12 agonist	DAX1 inh-2	ssDAF-12 act	NPR1 activator
CS(=O)(=O)N1CC2CCCN2c2ccc(C(F)(F)F)cc21 (centres undefined)
→ -0.1	5	2.6	4	3	-3	1.3	0.3	1.1	-1.5	-2
COc1ccc(OC)c(NC(=O)Nc2cc(NC(=O)Nc3cc(OC)ccc3OC)c(C)nc2C)c1
→ 0.3	6	4.7	-7	3	-1	-0.1	-0.4	0.1	-1.1	-3
COc1ccc(C(=O)Nc2ccnn2C2CCN(Cc3cccnc3)CC2)cc1
→ -0.6	-1	2.5	6	3	-1	-1.4	-2.1	-0.2	-0.6	3
O=C(Nc1nc(-c2cccc([N+](=O)[O-])c2)cs1)C(c1ccccc1)c1ccccc1
→ -0.3	10	1.2	4	-5	0	-1.1	-0.7	-0.2	-1.4	4
Cc1ccc2nc(-c3ccc(Cl)cc3)c(CC3CCCCC3)n2c1
→ 6.2*	-1	x	-34	-6	4	23*	7.4*	x	0.7	1
O=C(Nc1ccnn1C1CCN(Cc2ccc(CO)o2)CC1)c1ccc2c(c1)OCO2
→ -0.1	3	-1.0	2	2	-3	-0.4	0.8	0.5	-1.2	1
COc1ccccc1CN(C(=O)c1ccco1)C(C(=O)NC1CCCC1)c1ccncc1 (centres undefined)
→ -0.4	2	-4.6	4	-16	-1	0.5	-2.0	-1.6	-1.4	-5
Cc1nc2ccc(S(=O)(=O)NCC(=O)NCc3ccc4c(c3)OCO4)cc2s1
→ 0.4	9	-0.9	4	-3	-1	-0.1	0.1	0.2	-0.7	-7
C=CCn1c(CNS(=O)(=O)c2ccc(Br)cc2)nnc1SC
→ -1.7	-1	0.6	-7	-3	0	1.1	-1.4	0.7	-1.3	-5
CC(C)CCNC(=O)[C@H](CSCc1ccccc1)N1Cc2ccccc2C1=O
→ -0.8	11	-1.5	-6	2	-2	-2.5	1.3	1.5	-1.5	-2
CCn1ncc(Br)c1C(=O)Nc1cc(C)ccc1F
→ -0.2	0	1.7	-11	-7	0	-0.4	-2.2	-0.9	-1.6	3
CO/N=C/C(NC(=O)c1ccc(C(F)(F)F)cc1)C(=O)OC (centres undefined)
→ 1.4	-3	2.3	-2	-1	-2	-1.6	-1.7	-1.0	-0.8	2
C[C@H](O)[C@@H]1C(=O)N2CCc3c([nH]c4ccccc34)[C@@H]2C[C@@H]1N(C)C(=O)Nc1ccc(Br)cc1
→ 1.0	-13	x	i	-1	-2	5.0	0.0	x	-0.6	1
COc1cccc(COC(=O)C(Cc2ccccc2)NC(=O)c2ccco2)c1 (centres undefined)
→ 0.4	0	-2.7	-2	-7	-3	-1.3	0.3	0.6	-0.7	-5
COc1cc(C(=O)N2CCC(c3nc(-c4cccnc4)no3)CC2)cc(OC)c1OC
→ 0.4	5	-2.4	-2	1	-3	0.2	0.8	-0.9	-1.6	-2
O=C1c2ccccc2C(=O)N1Cc1cccnc1
→ -0.8	12	0.6	3	0	-4	-0.8	-1.2	1.9	-0.8	-6
NS(=O)(=O)c1ccc(C(=O)O)cc1
→ 1.6	0	0.4	9	0	3	-0.7	-1.1	1.5	-0.8	2
Cc1cccc(C)c1NC(=O)CN(C)S(=O)(=O)c1ccc(-c2ccc(=O)[nH]n2)s1
→ -0.6	-10	1.4	-2	-9	-2	-1.6	-3.0	1.2	-1.2	-1
COc1cc(C2/C(=C(/O)c3ccccc3)C(=O)C(=O)N2c2ccccn2)ccc1O (centres undefined)
→ -0.4	3	1.8	1	-2	-6	-2.5	1.0	x	-1.4	4
O=C(CC1C(=O)NCCN1Cc1ccccn1)NCCc1ccccc1F (centres undefined)
→ 1.2	-4	-0.5	-15	2	5	4.3	2.2	1.6	-0.6	-1
O=C1c2ccccc2C(=O)c2c1cccc2-n1nnc2ccccc21
→ -0.2	2	1.1	5	3	0	0.1	2.9	2.4	-1.2	5
CC1NC(=O)c2cccnc2-n2c1nc1cc(F)c(F)cc1c2=O (centres undefined)
→ 0.5	8	1.9	-13	7	2	1.2	0.2	0.7	-1.2	1
CC(=O)Oc1cccc(N2C(=O)C3C4C=CC(C4)C3C2=O)c1 (centres undefined)
→ 0.4	4	-0.1	3	2	0	0.7	0.0	0.6	-1.1	5
CCc1nc2ccc(C(=O)NCCNC(C)=O)cn2c1N(CC)CCOC
→ -0.7	8	-0.5	-12	5	-2	1.0	-1.1	x	-0.9	-4
Cc1nc(Cl)c2c(n1)NC1=C(O2)C(=O)CCC1
→ 0.3	-61	2.1	-137	0	-2	1.2	-0.1	0.4	-0.5	6
COC(=O)C[C@H]1C[C@@H]2c3cc(NC(=O)CN(C)C)ccc3O[C@@H]2[C@H](CO)O1
→ -0.1	3	-0.5	-7	0	5	-0.7	-0.1	0.8	-0.5	1
Cc1cc(C)n2nc(C(=O)OCC(=O)NCc3ccccc3)nc2n1
→ 1.6	0	1.0	-9	2	-2	0.8	-0.3	0.2	-1.2	-2
Cc1ccc(NC(=O)CNc2ccccc2CN(C)C2CCCCC2)cc1
→ 0.1	9	1.9	-34	4	-1	5.7	0.8	1.4	-1.3	3
O=C(O)c1ccc2c(c1)C(=O)N(CCc1ccccc1)C2=O
→ -0.1	12	1.5	-14	-6	-3	0.6	0.6	0.9	-1.4	1
O=C(O)c1nn(CC(=O)N2CCN(S(=O)(=O)c3ccc(Cl)cc3)CC2)c(=O)c2ccccc12
→ -0.2	1	2.3	-6	-6	-6	0.6	-1.1	-0.4	-0.9	-2

# Continued, starting with the last four of the part before.
# Each structure is followed by: DAX1 inh-1	sPLA2-III inh	FXN GAA850 act	ADAM10 inh	GC-B act	SMARCA2 activ	hgDAF-12 ag	hcDAF12 agonist	DAX1 inh-2	ssDAF-12 act	NPR1 activator
Cc1cc(C)n2nc(C(=O)OCC(=O)NCc3ccccc3)nc2n1
→ 1.6	0	1.0	-9	2	-2	0.8	-0.3	0.2	-1.2	-2
Cc1ccc(NC(=O)CNc2ccccc2CN(C)C2CCCCC2)cc1
→ 0.1	9	1.9	-34	4	-1	5.7	0.8	1.4	-1.3	3
O=C(O)c1ccc2c(c1)C(=O)N(CCc1ccccc1)C2=O
→ -0.1	12	1.5	-14	-6	-3	0.6	0.6	0.9	-1.4	1
O=C(O)c1nn(CC(=O)N2CCN(S(=O)(=O)c3ccc(Cl)cc3)CC2)c(=O)c2ccccc12
→ -0.2	1	2.3	-6	-6	-6	0.6	-1.1	-0.4	-0.9	-2
O=C(N=C1c2ccccc2CN1c1ccccc1)c1cccc([N+](=O)[O-])c1
→ 0.9	18	1.7	0	-8	4	0.3	1.5	0.0	0.0	-9
CCn1c(CC(=O)Nc2ccccc2)nnc1SCC(=O)Nc1nncs1
→ 0.5	-7	-0.6	-2	-4	1	0.0	0.9	-1.3	-1.6	4
CCc1nc(NCCN2CCOCC2)c2oc3ccccc3c2n1
→ -0.5	4	-1.0	-2	-17	-1	-1.2	1.2	1.0	0.2	-18
Cc1cccc(NC(=O)Cn2c(C)c(C#N)c3ccccc32)c1C
→ -0.6	0	-2.2	6	-1	-2	2.8	1.5	1.0	-0.7	-4
COc1ccc(C)c2sc(=NC(=O)c3cccc(N4C(=O)CCC4=O)c3)n(C)c12
→ 0.4	-4	4.8	8	3	-2	-0.8	0.3	2.5	-0.8	8
S=C(Nc1ccc2c(c1)OCO2)Nc1ccc2c(c1)OCO2
→ 0.6	11	1.7	-13	2	4	4.0	2.0	2.2	-0.4	-1
Cc1ccc(/C=N\NC(=O)C2CC(=O)N(c3ccccc3)C2)o1 (centres undefined)
→ 0.1	-3	0.0	2	2	-3	2.6	-0.5	x	-2.0	2
O=C(Cn1cnc2c(nnn2Cc2ccccc2)c1=O)N1CCCc2ccccc21
→ -0.1	14	0.7	-16	0	-1	1.0	0.9	-1.2	-1.1	4
COc1ccc(OC)c(-c2csc(NC(=O)Cc3ccc(F)cc3)n2)c1
→ 0.4	-15	2.1	10	-2	1	-1.4	-3.6	-1.6	-1.6	-4
O=S(c1ccc2ccccc2c1)c1cnns1 (centres undefined)
→ -1.7	8	-8.5	-6	8	0	-2.6	0.2	-1.5	-1.1	-1
CCCN(CCC)CCCNC(=S)Nc1ccc2nc(N3CCN(CC)CC3)cc(C)c2c1
→ -0.2	10	1.1	-76	2	9.4*	-1.0	1.3	-0.1	-1.4	5
CC(C)c1nnc(NC(=O)C2CCCN2C(=O)Nc2ccccc2[N+](=O)[O-])s1 (centres undefined)
→ -0.1	2	-1.2	-2	-8	-3	0.4	-1.2	-1.4	-1.2	3
Nc1ncnc2c1ncn2[C@@H]1O[C@H](CNC(=O)[C@@H](N)C2CCCCC2)[C@@H](O)[C@H]1O
→ 0.3	13	-0.8	2	-1	-4	-3.2	-0.5	1.3	-1.4	-2
O=C(COc1ccccc1Cl)NCc1ccccc1
→ -0.1	1	0.7	-4	1	-1	1.8	-1.0	1.9	-1.4	-2
O=C(NCc1cccs1)C1CCCN1C(=O)Nc1ccccc1 (centres undefined)
→ 0.7	-1	0.6	-2	3	2	1.5	-1.7	-2.0	-1.2	10
CC(=O)N1C2CCCCC2S[C@H]2CCCCC21 (some centres undefined)
→ -0.6	1	1.1	4	5	-2	0.4	1.5	1.1	-1.4	1
O=C1c2ccccc2C(=O)N1CCCCN(C(=O)c1cc2ccccc2oc1=O)c1ccc(Cl)cc1
→ 0.3	16	-2.7	-3	-3	-2	-1.8	1.8	-0.8	-1.5	5
O=C(O)C1CCCN1S(=O)(=O)c1cccc2nsnc12 (centres undefined)
→ -0.1	1	2.9	-1	-2	0	0.0	-0.9	-0.3	-1.1	-1
O=C(O)c1ccccc1Nc1ccc([N+](=O)[O-])cc1
→ -0.6	-4	-4.4	-2	-6	1	-5.4	0.0	-0.7	-1.6	-5
COc1cc(-c2nc3ccccn3c2/N=C/c2cc(OC)c(O)cc2Cl)ccc1O
→ 0.2	-4	1.2	-57	32	2	2.2	4.7	4.1	-0.9	24
CC(=O)c1cccc(NC(=O)Cc2coc3cc4c(cc23)CCC4)c1
→ -0.5	-27	1.5	10	-2	0	-0.6	-2.7	-0.3	-0.4	-1
O=C1CCC(C(=O)N2CCCO2)CN1Cc1cccc(C(F)(F)F)c1 (centres undefined)
→ -1.2	4	2.7	-2	5	1	4.6	0.7	-0.2	-0.8	4

# Taken from above.
# COc1cc(-c2nc3ccccn3c2/N=C/c2cc(OC)c(O)cc2Cl)ccc1O – SMARCA2 activ = 2
# Nc1ncnc2c1ncn2[C@@H]1O[C@H](CNC(=O)[C@@H](N)C2CCCCC2)[C@@H](O)[C@H]1O – sPLA2-III inh = 13
# Cc1ccc(/C=N\NC(=O)C2CC(=O)N(c3ccccc3)C2)o1 (centres undefined) – SMARCA2 activ = -3

# High-throughput results from PubChem.

# Random draw from the library, and some 6.6% of all compounds hit somewhere here.
